LYPLA1 inh = LYPLA1 (human) inhibition in PME1 counter-screen; O75608; inhibition, % at 5.9 µM; AID 2174; 320,000 compounds, 0.16% hits; recombinant LYPLA1, FP-Rh probe fluorescence polarization;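 active means inhibition above the mean of all tested compounds plus 3 SD, set per campaign, cut at about 14% in these data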;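 further: inhibitors block serine hydrolase probe labeling of LYPLA1 so polarization falls; 0% = enzyme with DMSO and 100% = wells lacking LYPLA1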
LYPLA2 inh = LYPLA2 (human) inhibition in PME1 counter-screen | recombinant LYPLA2, FP-Rh probe fluorescence polarization | inhibition, % at 5.9 µM | 320,000 compounds, 0.38% hits | O95372 | AID 2177;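 active means inhibition above the screen-wide mean plus 3 SD, limit set per campaign, cut at about 26% in these data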;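 further: 0% = LYPLA2 with DMSO and 100% = wells lacking LYPLA2 enzyme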
PAFAH1B2 FP inh = blocks human PAF acetylhydrolase 1b catalytic subunit 2. P68402. recombinant PAFAH1B2, FP-rhodamine activity probe, fluorescence polarization. inhibition, % at 3.39 µM. 340,000 compounds, 1.2% hits. AID 492953;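 active means inhibition above the mean of all tested compounds plus 3 SD, cut at about 24% in these data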;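 further: 0% = enzyme with DMSO and 100% = wells lacking PAFAH1B2; many of its hits are not listed in these tables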
PREPL inhibitor = inhibitors of human prolyl oligopeptidase-like enzyme PREPL. Q4J6C6. recombinant PREPL, fluorescence polarization activity-based probe. inhibition, % at 5.96 µM. 320,000 compounds, 0.68% hits; in the data active means inhibition above about 43%;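 further: 0% = enzyme with DMSO and 100% = wells lacking enzyme; many of its hits are not listed in these tables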
Target sequence (Q4J6C6 whole entry, looked up): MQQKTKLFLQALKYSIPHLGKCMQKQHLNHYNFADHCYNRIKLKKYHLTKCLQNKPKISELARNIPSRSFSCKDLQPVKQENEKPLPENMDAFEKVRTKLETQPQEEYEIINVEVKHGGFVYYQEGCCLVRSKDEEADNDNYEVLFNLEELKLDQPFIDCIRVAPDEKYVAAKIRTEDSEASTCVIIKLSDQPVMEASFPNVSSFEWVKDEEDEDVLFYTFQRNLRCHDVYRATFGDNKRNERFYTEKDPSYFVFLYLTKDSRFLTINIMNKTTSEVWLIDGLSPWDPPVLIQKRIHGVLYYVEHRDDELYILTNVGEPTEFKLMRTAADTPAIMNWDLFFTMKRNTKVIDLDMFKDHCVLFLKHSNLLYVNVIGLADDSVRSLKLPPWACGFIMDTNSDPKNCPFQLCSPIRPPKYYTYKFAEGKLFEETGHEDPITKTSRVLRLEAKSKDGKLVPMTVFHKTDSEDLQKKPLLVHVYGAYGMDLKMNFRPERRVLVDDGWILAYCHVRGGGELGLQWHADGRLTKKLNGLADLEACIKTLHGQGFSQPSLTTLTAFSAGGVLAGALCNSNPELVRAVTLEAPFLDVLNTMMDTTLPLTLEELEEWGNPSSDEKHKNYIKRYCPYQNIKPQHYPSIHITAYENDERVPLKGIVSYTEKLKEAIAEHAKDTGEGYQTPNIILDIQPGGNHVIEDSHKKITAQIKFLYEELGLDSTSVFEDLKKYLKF
PAFAH1B3 FP inh = inhibitors of human PAFAH1B3 | inhibition, % at 3.39 µM | 340,000 compounds, 0.28% hits | recombinant PAFAH1B3, FP-rhodamine probe, fluorescence polarization | Q15102 | AID 492972;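 active means inhibition above the screen-wide average of all tested compounds plus 3 SD, cut at about 25% in these data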;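 further: 0% = enzyme with DMSO only and 100% = wells lacking PAFAH1B3 protein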
Target sequence (Q15102 whole entry, looked up): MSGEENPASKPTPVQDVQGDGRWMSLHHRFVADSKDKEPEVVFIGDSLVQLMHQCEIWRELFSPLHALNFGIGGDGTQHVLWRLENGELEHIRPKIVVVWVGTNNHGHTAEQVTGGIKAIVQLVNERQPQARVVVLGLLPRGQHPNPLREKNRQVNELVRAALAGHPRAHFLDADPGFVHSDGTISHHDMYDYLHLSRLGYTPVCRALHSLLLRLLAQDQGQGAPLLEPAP
EBNA-1 inh = blocks EBNA-1 binding to DNA | EBNA-1 DNA binding, fluorescence polarization | inhibition, % at 14.8 µM | 300,000 compounds, 0.34% hits | AID 1950; in the data active means inhibition above about 28%
PAFAH2 inh = inhibitors of human PAFAH2 | 340,000 compounds, 0.99% hits | AID 492956 | recombinant PAFAH2, FP-rhodamine activity probe, fluorescence polarization | Q99487 | inhibition, % at 3.39 µM;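 active means inhibition above the mean over all tested compounds plus 3 SD, cut at about 30% in these data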;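 further: inhibitors block probe labeling of enzyme so polarization drops; 0% = enzyme with DMSO and 100% = wells lacking PAFAH2 protein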
ZTA DNA inh = ZTA (EBV) inhibition in EBNA-1 counter-screen; P03206; ZTA-DNA binding, fluorescence polarization; inhibition, % at 11 µM; 320,000 compounds, 0.15% hits; AID 2234; in the data active means inhibition above about 33%
pPAFAH inh = pPAFAH (human) enzyme inhibition; 330,000 compounds, 1.5% hits; Q13093; recombinant pPAFAH, FP-rhodamine probe fluorescence polarization; inhibition, % at 3.39 µM; AID 463082;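 active means inhibition above the mean inhibition across the screen plus 3 SD, cut at about 25% in these data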;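 further: inhibitors block binding of the rhodamine activity-based probe so polarization drops; 0% = enzyme with DMSO and 100% = wells lacking pPAFAH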
Starred values were filed as active, the others as inactive; . = no result given.

SMILES	LYPLA1 inh	LYPLA2 inh	PAFAH1B2 FP inh	PREPL inhibitor	PAFAH1B3 FP inh	EBNA-1 inh	PAFAH2 inh	ZTA DNA inh	pPAFAH inh
CC(C)(C)c1csc(NC(=O)Cn2c(=O)oc3ccccc32)n1	-2	0	4	6	-4	3	5	7	-5
COc1ccccc1C1NC(=O)CCC1[N+](=O)[O-] (stereo not given)	-2	-2	-3	5	10	2	-7	7	7
O=C(NNC1CC(=O)N(c2ccc(Br)cc2)C1=O)c1cccs1 (stereo not given)	2	3	2	2	8	11	3	5	10
O=C(Nc1ccc(C2CC2(Cl)Cl)cc1)c1ccccc1Br (stereo not given)	-1	-7	2	0	7	7	1	7	4
CCNc1nc(NCC)n2c(SCC(=O)Nc3ccccc3F)nnc2n1	4	7	3	19	5	-3	-2	-10	3
O=C(CSc1ccc([N+](=O)[O-])cn1)Nc1ccc2c(c1)OCO2	1	7	2	5	2	1	-4	4	5
O=[N+]([O-])c1cccc(CNCc2ccccc2)c1	-4	3	0	23	5	-16	5	-20	1
CC1CCN(S(=O)(=O)c2ccc(Oc3ccc([N+](=O)[O-])cc3)cc2)CC1	-1	6	3	5	-5	5	-4	2	10
Cc1ccc(C)c(S(=O)(=O)N2CCN(C(=O)c3ccc(-n4cncn4)c([N+](=O)[O-])c3)CC2)c1	0	-4	2	11	5	2	2	6	7
C=CC(=O)Nc1ccc(Nc2nc(NC3CCC(N(C)C)CC3)nc3c2ncn3C(C)C)cc1 (stereo not given)	.	.	3	28	13	.	5	.	0

Brought forward from above: 3 entries, then new ones.
SMILES	LYPLA1 inh	LYPLA2 inh	PAFAH1B2 FP inh	PREPL inhibitor	PAFAH1B3 FP inh	EBNA-1 inh	PAFAH2 inh	ZTA DNA inh	pPAFAH inh
CC1CCN(S(=O)(=O)c2ccc(Oc3ccc([N+](=O)[O-])cc3)cc2)CC1	-1	6	3	5	-5	5	-4	2	10
Cc1ccc(C)c(S(=O)(=O)N2CCN(C(=O)c3ccc(-n4cncn4)c([N+](=O)[O-])c3)CC2)c1	0	-4	2	11	5	2	2	6	7
C=CC(=O)Nc1ccc(Nc2nc(NC3CCC(N(C)C)CC3)nc3c2ncn3C(C)C)cc1 (stereo not given)	.	.	3	28	13	.	5	.	0
CC(=O)OCCCCON1C(=O)c2ccccc2C1=O	3	-8	-1	-9	3	-6	3	7	-9
Cc1ccc(NCC(O)C(O)C(O)CO)cc1C (stereo not given)	2	-8	8	-3	5	2	9	7	-2
O=C(NNS(=O)(=O)c1ccccc1)c1cccnc1	4	9	1	4	5	-1	4	3	3
Cc1ccc(S(=O)(=O)N(C)c2ccc3ccccc3c2)cc1	0	-10	-2	-25	5	5	0	11	5
CN(Cc1cnccn1)C(=O)CC1C(=O)NCCN1Cc1cccc(F)c1 (stereo not given)	-1	-4	1	11	-3	-2	2	-10	4
C=CCN(C(=O)c1csnn1)C(C(=O)NC1CCCC1)c1cccs1 (stereo not given)	0	-5	0	0	3	-5	-14	13	3
CCCC(=O)Nc1cc(-c2nnc(OC)c3ccccc23)ccc1N1CCCCC1	-4	-2	.	3	.	-6	.	1	-3
Cc1ccc(-c2ccc(SCC(=O)N3CCN(c4ccccc4)CC3)nn2)cc1	0	0	-2	12	-2	-4	-2	-9	7
CCOC(=O)c1ccc(NC(=O)CC2COc3ccccc3O2)cc1 (stereo not given)	-1	3	-4	-10	-3	-10	7	-14	0
CCCC(=O)Nc1cc2c(cc1C(=O)c1ccccc1)OCCO2	2	0	0	35	2	-7	1	-5	0
C=CCn1c(=O)c2c(nc(-c3ccc(S(=O)(=O)O)cc3)n2C)n(C)c1=O	2	2	-2	-6	2	1	8	5	0
CCOc1ccccc1-c1nc(-c2ccc(NC(=O)Cc3ccc(OC)cc3)cc2)no1	-10	-12	-3	-24	-4	13	-9	23	-4
COc1ccc(OCc2cc(C(=O)NCc3cccc(C)n3)no2)c(Cl)c1	-2	1	0	-30	-2	2	-20	4	-6
CCCc1cc(=O)[nH]c2nnc(SCC(=O)Nc3cc(C)on3)n12	-2	-5	9	11	8	13	3	0	5
Cc1c(NC(=S)NC(=O)c2ccc(Cl)cc2)c(=O)n(-c2ccccc2)n1C	-1	4	4	4	1	6	9	-7	-6
Cc1cc(N2CCCCC2)nc(SCc2ccc(C#N)cc2)n1	1	5	2	9	2	-4	13	9	7
CCOc1ccc(OCCCC(=O)NCCc2ccc(OC)cc2)cc1	0	-2	11	2	4	6	-2	14	-1
O=C(O)c1ccccc1NC(=S)NC(=O)c1sc2ccccc2c1Cl	-4	-3	8	-4	-4	-2	4	10	-2
O=C(NCCN1CCN(c2ccccc2F)CC1)C1CC(=O)N(C2CCCC2)C1 (stereo not given)	-3	-4	-2	14	-2	-1	4	-8	1
CCOc1ccc(NC(=O)N(CCCN2CCOCC2)Cc2cccnc2)cc1	-3	-4	0	5	-4	-4	1	-4	0
Cc1cc(C)cc(NC(=O)CSc2nc3nc(C)cc(C)c3c(=O)[nH]2)c1	-15	-11	-1	6	3	.	4	6	-8
CC12CCC(C(=O)NCC3CCCO3)(OC1=O)C2(C)C (stereo not given)	-4	-2	5	-18	3	5	-5	-7	1
CC1CCCCC1NC(=O)CSc1nnc(N)s1 (stereo not given)	0	6	0	1	3	-2	2	-19	0
Cc1c(NC(=O)Nc2ccc(Cl)c(Cl)c2)sc(=S)n1C	-7	11	9	36	21	0	-1	21	19
O=C(NCCSc1ccccc1)c1ccco1	3	8	3	1	-2	-2	2	2	2
COc1cc(C(=O)N(Cc2ccccn2)CC2CCCO2)cc(OC)c1OC (stereo not given)	-3	-1	-1	-1	-3	10	-2	11	-1
N#Cc1c(NC(=O)CCn2cnc3ccccc3c2=O)oc(-c2ccccc2)c1-c1ccccc1	-24	-29	-3	1	0	6	-7	18	2
O=C(O)C1Nc2c(O)cccc2C2C=CCC12 (stereo not given)	-17	-6	36*	42	40*	42*	50*	30	88*
Cc1cccc(C)c1NC(=S)N(Cc1ccco1)C1CCN(C(C)C)CC1	0	-1	0	-1	3	3	2	6	8
COC(=O)c1ccc2c(C)c(C3(O)CCCCC3)[nH]c2c1	.	.	-1	10	5	.	7	.	4
O=C(CSc1nnc(-c2cccs2)n1Cc1ccco1)c1ccc2c(c1)OCO2	0	-1	4	-15	2	-19	12	-7	1
NC(=S)NNC(=O)c1ccccc1	-3	-1	0	-5	7	-16	4	-2	-4
CCOC(=O)N1CCN(C2CCCN(C(=O)c3ccccc3SC)C2)CC1 (stereo not given)	5	-1	4	0	6	-6	-2	-6	4
Cc1cc(C)c(S(=O)(=O)N2CCN(c3ccc([N+](=O)[O-])c(NCc4ccco4)c3)CC2)c(C)c1	-1	0	-4	15	2	-16	-3	1	-4
Cc1cccc(NC(=S)NNC(=O)c2csc(C(C)C)c2)c1	2	1	11	1	7	-4	6	-10	9
CCOc1nc(N(C)C)nc(-n2nnc(C(C)=O)c2C)n1	-1	4	1	1	5	9	-8	2	10
N#CC(c1nc2ccccc2nc1OCCO)S(=O)(=O)c1ccccc1 (stereo not given)	5	0	5	12	7	7	2	8	11
CC(OC(=O)CCc1nc2ccccc2c(=O)[nH]1)C(=O)Nc1cccc(C(F)(F)F)c1 (stereo not given)	.	.	-2	21	-2	.	-1	.	3
COc1ccc(OC)c(CC(NC(C)=O)C(=O)NC2CCN(c3c(Cc4ccccc4)c(C)nc4ncnn34)CC2)c1 (stereo not given)	2	-4	2	6	5	2	4	7	2
CCOC(=O)C[N+](C)(C)CCOC1CC2CCC1(C)C2(C)C (stereo not given)	2	2	3	0	-1	-4	5	14	3

Reformatted as a markdown table: entries from further up
| compound | LYPLA1 inh | LYPLA2 inh | PAFAH1B2 FP inh | PREPL inhibitor | PAFAH1B3 FP inh | EBNA-1 inh | PAFAH2 inh | ZTA DNA inh | pPAFAH inh |
| --- | --- | --- | --- | --- | --- | --- | --- | --- | --- |
| CCOC(=O)N1CCN(C2CCCN(C(=O)c3ccccc3SC)C2)CC1 (stereo not given) | 5 | -1 | 4 | 0 | 6 | -6 | -2 | -6 | 4 |
| NC(=S)NNC(=O)c1ccccc1 | -3 | -1 | 0 | -5 | 7 | -16 | 4 | -2 | -4 |

Carrying on:
SMILES	LYPLA1 inh	LYPLA2 inh	PAFAH1B2 FP inh	PREPL inhibitor	PAFAH1B3 FP inh	EBNA-1 inh	PAFAH2 inh	ZTA DNA inh	pPAFAH inh
CCOC(=O)c1cnn(Cc2ccccc2Cl)c1N	2	9	5	-1	8	-1	-1	6	1
O=C1CCCC2=C1C(c1ccc(O)c(O)c1)Nc1ccc3ncccc3c12 (stereo not given)	-8	-8	2	24	3	1	-12	5	21
O=C(CN1CCCN(Cc2ccc(F)cc2Cl)C1=O)NCc1ccccc1	2	2	5	-5	3	-7	7	-10	3
COC(=O)CCCC(=O)NC1CCCc2c1cnn2-c1ccc(F)cc1F (stereo not given)	2	0	3	-4	5	-3	2	22	4
Nc1nnc(CC(=O)NCc2ccccc2)s1	2	10	0	1	9	-7	19	8	2
Cc1oc2c(c1C(=O)NCCO)CCCC2	0	11	2	7	7	6	5	-16	6
COc1ccc(NC(=O)Nc2cc(C)ccc2F)cc1	1	7	-2	14	4	-12	1	-22	5
Cc1cc(NC(=O)COc2c(C)cccc2C)no1	0	2	1	1	3	5	6	14	3
CCCS(=O)(=O)c1csc(C(=O)OC)c1N	-1	2	.	-9	.	-3	.	-10	-9
O=C1CC(C(=O)Nc2ccc(C(=O)O)cc2)C(c2ccccc2)O1 (stereo not given)	1	-2	2	-1	3	-1	7	16	1
COCCNC(=O)/C(C#N)=C/c1c(N2CCN(c3ccccc3)CC2)nc2c(C)cccn2c1=O	-2	-2	10	30	-1	-6	3	1	1
COc1ccc(NC(=O)COC(=O)C(CC(C)C)N2C(=O)C3CC=CCC3C2=O)cc1Cl (stereo not given)	3	-4	-2	16	2	13	2	-10	2
Cc1cccc(NC(=O)c2nc[nH]c2C(=O)NCCCCCNC(=O)OC(C)(C)C)c1	-11	-22	1	19	6	.	-10	17	8
O=C(c1ccco1)N1CCC(c2nc3c(nnn3Cc3ccc(F)cc3)c(=O)[nH]2)CC1	0	-1	4	3	11	4	-3	-10	2
COC(=O)CN1C(=O)COc2ccc(S(=O)(=O)N3CCOCC3)cc21	2	4	-2	1	5	-2	-9	1	2
COc1cccc2cc(/C(C)=N/NC(=O)c3ccco3)oc12	2	1	10	-2	5	13	6	2	5
CCOC(=O)c1c(C)nc2sc(C(=O)Nc3ccc(OC)cc3)c(N)c2c1-c1ccc(OC)cc1	0	-2	-2	-8	8	-12	2	-1	-8
Cc1ccnc(NS(=O)(=O)c2ccc(NC(=O)c3cc(-c4ccc(Br)cc4)nc4ccccc34)cc2)n1	-19	-17	-11	-11	-5	32*	-10	19	2
O=S(=O)(Nc1cccnc1Cl)c1ccc(F)cc1	2	8	7	23	-6	-4	-6	0	3
CCOC(=O)c1nn(-c2ccc(Cl)cc2)c2nnc(Cc3ccccc3)c(=O)n12	-6	-8	2	7	10	6	-1	-5	7
COc1cc(S(=O)(=O)N2CCN(C(=O)c3ccccc3)CC2)c(OC)cc1Br	0	-2	6	-4	3	1	8	8	5
CCCCC(CC)CNC(=O)c1cc2ccccc2c(=O)o1 (stereo not given)	-1	1	14	15	7	-11	-3	-35	13
COc1ccc(NC(=O)C(F)(F)F)cc1OC	-1	8	5	7	6	-7	6	-16	2
Cc1ccc(S(=O)(=O)CCC(=O)Nc2ccc(S(=O)(=O)N(C)C)cc2)cc1	2	2	.	11	.	-6	.	4	-3
O=C1CC(NS(=O)(=O)c2ccc3ccccc3c2)CN1c1ccccc1 (stereo not given)	-3	-2	3	-40	4	5	8	3	8
Cc1onc(-c2ccccc2Cl)c1C(=O)NCc1ccc(F)cc1	7	10	6	11	10	15	10	-5	-2
Cc1ccc(C(=O)Nc2nc3ccc(S(C)(=O)=O)cc3s2)o1	-3	-5	1	3	5	3	-10	-5	1

Screens (PubChem)

Not all compounds are listed. The share of hits here may be higher or lower than overall.
